IMP-1 inh – IMP-1 metallo-beta-lactamase inhibitors, primary screen, biochemical, epi-absorbance readout, Pseudomonas aeruginosa enzyme | purified IMP-1, nitrocefin hydrolysis, epi-absorbance fluorescence | inhibition, % at 5.6 µM | 290,000 compounds, 0.45% hits;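 active = inhibition above the mean plus 3 SD of all compounds in the same screening run, cut at about 4.5% in these data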;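 also: 0% = IMP-1 with DMSO and 100% = DMSO wells lacking enzyme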
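Material – recombinant IMP-1 enzyme, purified · Amount – IMP-1 0.2 nM before substrate addition · Medium – HEPES buffer pH 7.1 with ZnSO4 and Brij 35 · Timing – 25 °C, 15 min preincubation, 25 min reaction · Measured by – plate fluorescence quenching by hydrolysis product, ex 480/em 530 nm · Read-out – percent enzyme inhibition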
PHOSPHO1 block – PubChem AID 1565. Phosphoethanolamine/phosphocholine phosphatase (Homo sapiens), Q8TCT1. inhibition, % at 13.3 µM. recombinant PHOSPHO1, absorbance phosphatase assay. 290,000 compounds, 1.1% hits; in the data active = inhibition above about 60%
Target sequence (Q8TCT1 whole entry, looked up): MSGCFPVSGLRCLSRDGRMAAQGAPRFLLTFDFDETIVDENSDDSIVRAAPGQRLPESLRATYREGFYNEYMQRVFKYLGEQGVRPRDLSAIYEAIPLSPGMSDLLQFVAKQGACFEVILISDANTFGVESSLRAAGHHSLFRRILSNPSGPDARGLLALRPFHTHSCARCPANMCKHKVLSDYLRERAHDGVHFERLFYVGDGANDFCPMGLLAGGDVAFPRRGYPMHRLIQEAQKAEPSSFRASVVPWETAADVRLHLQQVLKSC
FID counter – compounds displacing fluorescent DNA intercalator, primary screen, artefact control for HCV NS3 helicase inhibitor project, biochemical, FID fluorescence; DNA fluorescent intercalator displacement; inhibition, % at 7.9 µM; 290,000 compounds, 0.17% hits; AID 1845, 2009; in the data active = inhibition above about 37%;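 also: 0% = vehicle and 100% = reference compound; higher means more ethidium bromide displaced from hairpin DNA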
pCIP destab – p/CIP-EGFP fusion destabilizers, primary screen, fluorescence, F442A cells. Q05BA5. decrease of EGFP signal, % at 10 µM. 290,000 compounds, 0.01% hits. 16 h. AID 1984, 2009;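 active = EGFP signal decrease of at least 30% at 10 µM or well 3 SD below plate mean, unless failing retest; inactive = the rest, including hits failing retest or dose response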; also: some compounds called inactive have numbers as strong as hits; many of its hits are not listed in these tables
MEKK3 PB1 HTS – modulators of MEKK3-MEK5 PB1 binding, primary screen, biochemical, wildtype MEKK3, multiplex bead flow cytometry, Alexa488-MEK5 | AID 1529, 2009 | bead-based flow cytometry, Alexa488-MEK5 binding to MEKK3; actives lie on both sides; 0 = blocked by unlabeled MEK5, 100 = vehicle | 290,000 compounds, 1.4% hits | binding response (% of control), % at 10 µM | Mitogen-activated protein kinase kinase kinase 3 (Homo sapiens), Q99759;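 active = binding response more than 3 SD above or below the average of its plate-row segment, actives on both sides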;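 also: Alexa488 bead fluorescence after subtracting the streptavidin-only scavenger bead signal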
Target sequence (Q99759 whole entry, looked up): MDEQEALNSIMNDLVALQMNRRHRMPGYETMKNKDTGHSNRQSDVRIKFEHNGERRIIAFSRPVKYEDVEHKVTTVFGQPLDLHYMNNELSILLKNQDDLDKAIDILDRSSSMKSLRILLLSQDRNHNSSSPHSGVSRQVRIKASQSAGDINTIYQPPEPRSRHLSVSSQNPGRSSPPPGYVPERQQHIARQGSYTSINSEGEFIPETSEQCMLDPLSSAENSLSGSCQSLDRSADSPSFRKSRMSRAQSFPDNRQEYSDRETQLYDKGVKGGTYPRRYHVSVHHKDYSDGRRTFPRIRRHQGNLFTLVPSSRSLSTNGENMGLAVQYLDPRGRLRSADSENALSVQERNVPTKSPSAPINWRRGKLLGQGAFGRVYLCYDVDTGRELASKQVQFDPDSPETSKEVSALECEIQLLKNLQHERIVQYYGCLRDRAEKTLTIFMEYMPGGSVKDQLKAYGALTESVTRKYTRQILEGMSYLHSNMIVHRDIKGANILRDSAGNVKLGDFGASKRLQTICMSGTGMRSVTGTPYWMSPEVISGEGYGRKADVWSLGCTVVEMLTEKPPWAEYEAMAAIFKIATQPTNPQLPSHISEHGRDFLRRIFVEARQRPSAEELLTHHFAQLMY
HCV NS3 hel inh – inhibitors of HCV NS3 helicase, primary screen, biochemical, Cy5 molecular beacon fluorescence; Hepatitis C virus NS3 helicase; inhibition, % at 10.9 µM; NS3 helicase DNA unwinding; 290,000 compounds, 0.56% hits;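 active = inhibition above the mean of all tested compounds plus 3 SD, set per campaign, cut at about 35% in these data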;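 also: 0% = DMSO wells and 100% = thioflavine S control wells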
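Assay system – hepatitis C virus NS3 helicase domain fragment enzyme · Buffer or medium – MOPS pH 6.5, MgCl2, DTT, Tween20, BSA · Reagent – Cy5/quencher beacon DNA duplex and ATP to start · Compound – single 10.9 µM dose · Timing – 1 h at 25 °C · Technique – Cy5 beacon fluorescence read at start and 1 h · Measure – % inhibition of unwinding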
VIM-2 inh – VIM-2 metallo-beta-lactamase inhibitors, primary screen, biochemical, epi-absorbance readout, Pseudomonas aeruginosa enzyme. purified VIM-2, nitrocefin hydrolysis, epi-absorbance fluorescence. inhibition, % at 5.6 µM. 290,000 compounds, 0.89% hits. AID 1527, 2009;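 active = inhibition above the mean of all tested compounds plus 3 SD, cutoff set per screening run, cut at about 7.5% in these data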;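 also: red hydrolysis product quenches plate fluorescence so inhibitors raise well fluorescence; 0% = enzyme with DMSO and 100% = DMSO without enzyme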
IDE cell activ – human IDE activators in live cells, primary screen, fluorescence polarization, HEK cells, FAbeta-B substrate; Insulin-degrading enzyme (Homo sapiens), P14735; FAbeta-B cleavage; 0% vehicle, 100% cell-free pure enzyme wells; activation, % at 5.96 µM; 340,000 compounds, 0.073% hits; AID 493087, 2011;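 active = activation above the mean of all tested compounds plus 3 SD, set per screening campaign, cut at about 17% in these data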
SUMO HTRF inh – inhibitors of in vitro SUMOylation cascade, primary screen, biochemical, HTRF, uHTS | SUMO-conjugating enzyme UBC9 (Homo sapiens), P63279 | HTRF SUMOylation assay, SAE1/SAE2 + UBC9 | 290,000 compounds, 0.36% hits | inhibition, % at 35 µM | AID 2006, 2009; in the data active = inhibition above about 50%, passing the limit was not always enough; also: strong numbers were not always called active
Target sequence (P63279 whole entry, looked up): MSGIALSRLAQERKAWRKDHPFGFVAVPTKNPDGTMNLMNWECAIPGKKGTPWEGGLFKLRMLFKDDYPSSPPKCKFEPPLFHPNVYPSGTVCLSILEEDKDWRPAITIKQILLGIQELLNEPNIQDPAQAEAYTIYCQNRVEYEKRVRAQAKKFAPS
Starred values were filed as active, the others as inactive; nt = no result given. Not all compounds are listed; count on the stated rates, not on these rows.

SMILES | IMP-1 inh | PHOSPHO1 block | FID counter | pCIP destab | MEKK3 PB1 HTS | HCV NS3 hel inh | VIM-2 inh | IDE cell activ | SUMO HTRF inh
CCCNc1c(NS(=O)(=O)c2cccs2)c(=O)oc2ccccc12 | -1.4 | -120 | -3 | -2 | 95 | -6 | -1.6 | 8 | -6
Clc1ccc(CSC2=NCCCN2)cc1Cl | -2.8 | -1 | 7 | -9 | 102 | 2 | -1.3 | 3 | 9
CN(C)c1ccc(-c2nnn(CC(=O)NCc3ccc4c(c3)OCO4)n2)cc1 | -0.3 | 2 | 0 | 4 | 84 | -10 | 3.6 | -2 | 3
Cc1nn(Cc2noc(C(=O)NCC3CCCO3)n2)c(C)c1Br (stereo not given) | 0.9 | 21 | -23 | -12 | 100 | 1 | 1.4 | -1 | 4
CCN1CCN(c2cc(C)c3cc(NC(=O)c4ccc5c(c4)OCO5)ccc3n2)CC1 | -5.2 | -6 | 22 | 0 | 107 | -18 | -4.1 | -2 | -7
O=C(CCc1ccccc1)NNC(=O)c1ccco1 | -3.4 | 12 | -6 | -22 | 91 | 3 | -3.3 | 2 | 14
CC1=C(C(=O)OC(C)C)C(C)NC(=O)N1 (stereo not given) | -3.7 | -30 | 2 | 2 | 105 | 10 | -3.7 | -14 | -8
CCOCc1nnc(NC(=O)c2ccco2)s1 | 2.4 | 7 | 0 | -28 | 97 | 1 | -2.0 | 4 | 19
CCCCCOC(=O)NCCOC(=O)Nc1ccc(C(=O)OCC)cc1 | -5.3 | 10 | -18 | -4 | 101 | -1 | -3.3 | -5 | -40
COCCCNC(=O)CN(c1cc(Cl)ccc1OC)S(C)(=O)=O | 0.1 | 54 | -3 | -5 | 101 | 23 | 1.3 | 1 | -4
CCOC(=O)c1c(C)n(C)c2ccc(O)c(CN3CCCCC3)c12 | -3.4 | -11 | 0 | -16 | 102 | -13 | -0.3 | -5 | 14
CNC(=O)CC1C(=O)N(C)C(=S)N1NC(=O)c1ccccc1 (stereo not given) | -3.6 | 4 | -2 | 1 | 97 | -1 | -2.6 | -4 | 6
O=S(=O)(c1ccc(Cl)cc1)n1cccn1 | -2.8 | 37 | -5 | -10 | 119 | 1 | -5.1 | 7 | 22
O=C(CCc1ccccc1)Nc1ccc(NS(=O)(=O)c2ccccc2)cc1 | -3.1 | nt | -13 | -3 | 98 | -12 | -1.8 | 0 | -4
CC(C)(C)c1ccc(-c2nnc(SCC(=O)O)n2N)cc1 | -2.2 | 75* | -7 | -4 | 101 | 6 | -1.7 | 7 | 11
Cc1cc(OCCCn2cnc3ccccc3c2=O)ccc1[N+](=O)[O-] | -1.9 | -15 | -4 | 4 | 105 | 14 | -4.2 | -6 | 1
CC(C)Oc1ccc(C(CC(=O)O)NC(=O)CSc2ncn[nH]2)cc1 (stereo not given) | -2.4 | 40 | -2 | 7 | 102 | -3 | -1.9 | 1 | -38
COc1ccc(S(=O)(=O)N(CC(=O)NCc2ccccn2)c2ccc(Cl)cc2)cc1 | -4.8 | 18 | -41 | -7 | 103 | 4 | -6.1 | 0 | -4
CC(=O)c1ccc(OCC(=O)NC2CCS(=O)(=O)C2)cc1 (stereo not given) | -1.2 | 4 | 0 | -6 | 97 | -4 | -1.7 | 1 | -10
COc1ccc(NC(=O)CCCN(C)S(=O)(=O)c2ccc(C)cc2)cc1 | -3.7 | 26 | -19 | 0 | 100 | -1 | -1.9 | 0 | 8
CC1CCCN(C(=O)C2c3ccccc3C(=O)N3CCc4ccccc4C23)C1 (stereo not given) | -0.6 | 11 | -33 | -17 | 101 | -2 | -2.2 | -4 | 4
Cc1ccc(-c2noc(CN3CCOCC3)n2)cc1 | -2.4 | 41 | 3 | -16 | 103 | 8 | -2.7 | 7 | 14
O=C(N/N=C/c1ccc(O)cc1)c1cc(-c2ccccc2)nc2ccccc12 | -5.5 | 14 | -17 | 1 | 108 | -19 | -1.6 | 3 | 4
O=C(Nc1ccc2c(c1)OCO2)Nc1ccccn1 | -4.5 | 3 | -2 | 13 | 99 | 6 | -2.6 | 7 | -15
CCOCCn1c(=NC(=O)c2cc(Cl)sc2Cl)sc2cc(S(N)(=O)=O)ccc21 | -2.9 | -13 | 3 | 2 | 104 | 6 | -4.8 | nt | 10
COc1ccccc1-n1cnc2cc(C(=O)NC3CCCC3)ccc21 | -3.3 | -5 | -24 | 3 | 96 | -5 | -2.1 | 1 | -14
CC(C)C[C@H](NC(=O)[C@@H]1Cc2c([nH]c3ccccc23)C2c3ccccc3C(=O)N21)C(=O)NCC1CCCO1 (stereo not given in full) | -2.6 | 50 | -46 | -11 | 99 | -28 | -2.3 | 4 | 4
C=CCn1c(SCC(=O)NC(=O)NCc2ccco2)nc2sc(C)c(C)c2c1=O | -2.6 | 14 | -1 | -2 | 119 | 0 | -1.0 | 7 | 20
Cc1ccc(-c2noc(CCC(=O)N3CCCC3)n2)cc1 | -3.7 | -12 | -7 | -14 | 111 | 9 | -0.5 | -3 | 14
CC(C)(C)C(=O)N(Cc1nc2ccccc2c(=O)[nH]1)Cc1cccs1 | -5.8 | -18 | -16 | -5 | 86 | -7 | -3.2 | 2 | -13
COc1ccccc1NC(=O)CC(=O)CSc1nnc(-c2ccc(C)cc2)n1-c1ccccc1 | -0.7 | 2 | -11 | -2 | 101 | 7 | 3.5 | 3 | 31
O=C(NC1CCCC1)c1ccc(CS(=O)(=O)Cc2ccccc2F)o1 | -1.3 | 12 | -14 | -29 | 104 | 2 | -2.6 | 7 | 11
COc1ccc(NC(=O)C(c2cc3c(cc2[N+](=O)[O-])OCO3)N(C)C)cc1 (stereo not given) | -2.7 | -19 | -94 | -5 | 102 | 1 | -1.0 | 7 | 5
COc1ccc2[nH]cc(CCNC(=O)c3ccc4ccccc4n3)c2c1 | -3.3 | 29 | -14 | -11 | 107 | -3 | -0.4 | 1 | 6
Cc1ccc(/C=N/NC(=O)CCCOc2ccc(Cl)cc2Cl)cc1[N+](=O)[O-] | -4.7 | 17 | 2 | 0 | 104 | -9 | -2.5 | 3 | -8
CC(C)(O)c1[nH]c2cc(F)ccc2c1C(C)(C)O | 0.8 | -2 | -11 | 19 | 100 | -6 | 1.6 | 2 | -2
CC(C)CCNS(=O)(=O)c1ccc(-c2ccc(S(=O)(=O)NCCC(C)C)cc2)cc1 | -4.3 | -34 | 4 | -11 | 88 | -1 | -3.0 | 0 | 27
O=c1oc(-c2cccs2)nc2sc3c(c12)CCCC3 | -0.6 | 14 | 0 | -51 | 98 | 0 | -1.7 | -2 | 26
O=C(Nc1cccnc1)c1ccccc1F | -3.0 | 4 | 0 | 5 | 103 | -4 | -0.8 | -2 | -3
c1ccc(-c2nnc(SCc3cn4ccsc4n3)o2)cc1 | -5.3 | 24 | -12 | -1 | 99 | -3 | -2.4 | 3 | 3
Cn1c(=O)c2c(nc(CN3CCc4ccccc4C3)n2Cc2cccc(Cl)c2)n(C)c1=O | 0.0 | -13 | -17 | 2 | 102 | -14 | -0.1 | -4 | -10
COc1cccc(NC(=S)NC(=O)Cc2ccc(Cl)cc2)c1 | -2.7 | 39 | -4 | -13 | 104 | -1 | -3.3 | 4 | 2
CCOC(=O)c1c(CCl)nc2ccccc2c1C | -2.5 | 24 | 3 | 4 | 102 | 10 | -1.4 | 2 | 20
O=C(NCCc1ccccc1)c1nc(-c2cccs2)no1 | -3.6 | 55 | -6 | 1 | 101 | -15 | -1.2 | -1 | -1
COc1ccc(-c2cc(C(F)(F)F)nc(N3CCCCCC3)n2)cc1 | -3.3 | -5 | 4 | 1 | 100 | -3 | -2.5 | 5 | -23
CC(C)(C)c1ccc(CN(Cc2ccccc2)C(c2ccccn2)c2nnnn2C(C)(C)C)cc1 (stereo not given) | -0.9 | -1 | -17 | -6 | 104 | 1 | -1.1 | -2 | 6
CCSc1c(C(=O)NC)ccc2c1C(=O)c1ccccc1C2=O | -1.2 | 2 | 4 | -16 | 103 | 3 | -0.5 | 8 | -13
Cc1ccc(C2(C)NC(=O)N(CCOc3ccccc3)C2=O)cc1 (stereo not given) | -1.5 | 24 | -8 | 4 | 98 | -20 | -3.4 | 5 | -3

Sorted by length of the SMILES (descending): part of the list above.
SMILES | IMP-1 inh | PHOSPHO1 block | FID counter | pCIP destab | MEKK3 PB1 HTS | HCV NS3 hel inh | VIM-2 inh | IDE cell activ | SUMO HTRF inh
CC(C)(C)c1ccc(CN(Cc2ccccc2)C(c2ccccn2)c2nnnn2C(C)(C)C)cc1 (stereo not given) | -0.9 | -1 | -17 | -6 | 104 | 1 | -1.1 | -2 | 6
Cn1c(=O)c2c(nc(CN3CCc4ccccc4C3)n2Cc2cccc(Cl)c2)n(C)c1=O | 0.0 | -13 | -17 | 2 | 102 | -14 | -0.1 | -4 | -10
Cc1ccc(C2(C)NC(=O)N(CCOc3ccccc3)C2=O)cc1 (stereo not given) | -1.5 | 24 | -8 | 4 | 98 | -20 | -3.4 | 5 | -3
CCSc1c(C(=O)NC)ccc2c1C(=O)c1ccccc1C2=O | -1.2 | 2 | 4 | -16 | 103 | 3 | -0.5 | 8 | -13
COc1cccc(NC(=S)NC(=O)Cc2ccc(Cl)cc2)c1 | -2.7 | 39 | -4 | -13 | 104 | -1 | -3.3 | 4 | 2
c1ccc(-c2nnc(SCc3cn4ccsc4n3)o2)cc1 | -5.3 | 24 | -12 | -1 | 99 | -3 | -2.4 | 3 | 3
O=c1oc(-c2cccs2)nc2sc3c(c12)CCCC3 | -0.6 | 14 | 0 | -51 | 98 | 0 | -1.7 | -2 | 26
CCOC(=O)c1c(CCl)nc2ccccc2c1C | -2.5 | 24 | 3 | 4 | 102 | 10 | -1.4 | 2 | 20

(next part)
SMILES | IMP-1 inh | PHOSPHO1 block | FID counter | pCIP destab | MEKK3 PB1 HTS | HCV NS3 hel inh | VIM-2 inh | IDE cell activ | SUMO HTRF inh
O=C(CS(=O)(=O)c1ccccc1)Nc1nc(-c2ccc(F)cc2)cs1 | -2.0 | -2 | 6 | -2 | 106 | 1 | -0.4 | -2 | 6
S=C1NCN(Cc2ccco2)CN1 | -2.1 | -1 | 5 | -12 | 105 | 2 | -3.0 | 2 | 6
C/C(=N\N1CCN(c2ccc(Cl)cc2)CC1)c1ccco1 | -3.9 | -17 | -1 | -1 | 112 | -1 | 0.0 | 2 | -1
O=C(COC(=O)C1CC2C=CC1C2)Nc1ccccc1 (stereo not given) | -1.5 | 1 | -2 | -8 | 99 | 24 | -0.8 | -2 | -8

Compound activity: PubChem BioAssay, several laboratories
